# AmpC inh detg: inhibitors of E. coli AmpC beta-lactamase with detergent; P00811; AmpC hydrolysis of nitrocefin, absorbance 480 nm, 0.01% Triton; Potency, µM (top dose mostly 114 µM), for inactives: top-dose activity change, negative = inhibition, most hits filed as inhibitors; hit rate 0.041% among 370,000; AID 485294;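 further: potency means the concentration at half of the fitted maximal effect; 0% = no-compound wells and -100% = no-enzyme wells; nearly all actives have a fitted effect of over 25% in size; some results filed as inactive show a strong effect at the top dose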
# Target sequence (P00811 whole entry, looked up): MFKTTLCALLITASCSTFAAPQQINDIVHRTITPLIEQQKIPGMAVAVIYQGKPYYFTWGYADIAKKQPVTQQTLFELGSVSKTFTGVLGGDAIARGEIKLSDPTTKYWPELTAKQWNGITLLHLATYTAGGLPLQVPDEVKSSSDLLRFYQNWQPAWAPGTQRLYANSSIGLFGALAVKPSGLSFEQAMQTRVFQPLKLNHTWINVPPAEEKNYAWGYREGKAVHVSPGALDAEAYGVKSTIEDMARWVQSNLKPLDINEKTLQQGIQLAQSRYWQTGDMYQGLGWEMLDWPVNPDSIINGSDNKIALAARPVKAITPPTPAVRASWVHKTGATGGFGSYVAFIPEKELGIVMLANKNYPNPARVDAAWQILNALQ
#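 AmpC (5.3 nM in the dispensed reagent) in 20 mM phosphate pH 7.0 with 0.01% (detergent screen) or 0.0001% Triton X-100 was preincubated with compounds for 15 min at room temperature. Nitrocefin was then added from an 800 uM solution, and hydrolysis was followed at 480 nm.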
# HCMV inh: blocks human cytomegalovirus replication | activity change, negative = inhibition, % at 57.5 µM | hit rate 4.5% among 410,000 | HFF cells, HCMV-luciferase reporter, 72 h; active compounds read low; in the data active means activity change below about -60%; inconclusive means no clear call, values can overlap the other calls; inactive means above about -39%
#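 Steps: HFFs plated, 16 h 37C; compounds added; HCMV-luciferase added to MOI 1 PFU/cell; 72 h 37C; OneGlo reagent, 5 min room temperature; luminescence read, normalized to controls.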
# AmpC no deterg: AmpC beta-lactamase inhibition without detergent. P00811. AmpC nitrocefin hydrolysis, absorbance 480 nm, 0.0001% Triton. Potency, µM (titrated, usually from 57.1 µM), for the others: at the highest dose activity change, negative = inhibition, hits mostly inhibitors. hit rate 0.52% among 330,000. AID 485341;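 further: potency means the concentration at half of the fitted maximal effect; plate controls were no compound for no effect and no enzyme for full effect; nearly all actives have a fitted effect of over 20% in size; some results filed as inactive show a strong effect at the top dose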
#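 20 mM phosphate pH 7.0 + 0.01% (detergent screen) or 0.0001% Triton X-100; 5.3 nM AmpC reagent; cpd preinc 15 min RT; nitrocefin (800 uM stock) to start; A480 q20 s × 4 min; Activity was normalised to no-enzyme and no-compound control wells.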
# LmPK inh: inhibitors of Leishmania mexicana pyruvate kinase | Q27686 | purified LmPK, Kinase-Glo ATP luminescence, 1 h | Potency, µM (doses to about 57.5 µM), for inactives: top-dose activity change, negative = inhibition, actives largely listed as inhibitors | hit rate 0.37% among 290,000; further: potency means the concentration at half of the fitted maximal effect
# Target sequence (Q27686 whole entry, looked up): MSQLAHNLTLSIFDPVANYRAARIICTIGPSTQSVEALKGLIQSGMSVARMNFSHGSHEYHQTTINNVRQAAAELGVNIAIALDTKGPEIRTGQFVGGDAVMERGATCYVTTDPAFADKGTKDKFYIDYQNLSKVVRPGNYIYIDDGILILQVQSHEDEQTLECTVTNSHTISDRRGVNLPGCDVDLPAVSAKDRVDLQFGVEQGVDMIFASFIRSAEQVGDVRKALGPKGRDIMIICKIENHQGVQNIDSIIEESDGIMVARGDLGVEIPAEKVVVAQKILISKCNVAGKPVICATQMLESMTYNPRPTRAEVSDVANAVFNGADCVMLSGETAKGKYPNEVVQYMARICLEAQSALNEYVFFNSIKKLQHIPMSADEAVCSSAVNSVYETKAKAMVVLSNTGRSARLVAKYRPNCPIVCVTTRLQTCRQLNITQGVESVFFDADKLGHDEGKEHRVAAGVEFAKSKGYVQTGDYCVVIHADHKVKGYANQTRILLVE
#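 ATP generated from ADP (0.1 mM) and PEP (0.5 mM) by 0.1 nM LmPK over 1 h at room temperature (pH 7.2 imidazole buffer) was detected by coupled luciferase luminescence. Values were normalized to uninhibited and no-enzyme wells.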
# TbPYK inhibitor: blocks Trypanosoma brucei pyruvate kinase | Potency, µM (highest dose often 76.8 µM), without a hit: at the highest dose activity, negative = inhibition, actives largely listed as inhibitors | AID 624173 | Q57TT1 | TbPYK enzyme, Kinase-Glo Plus ATP luminescence, 45 min | hit rate 0.12% among 410,000; further: potency means the concentration at half of the fitted maximal effect; nearly all actives have a fitted effect of over 50% in size
#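 Screened from lowest to highest concentration, compounds were pinned into TbPYK/substrate mixtures, and ADP (130 uM final) was added. Plates sat at room temperature for 45 min prior to Kinase-Glo Plus detection by luminescence.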
# Sm TGR inh: inhibitors of Schistosoma mansoni thioredoxin glutathione reductase | Q962Y6 | purified TGR, DTNB reduction, TNB absorbance 405 nm | Potency, µM (titrated, usually from 114 µM), for inactives: top-dose activity change, negative = inhibition, most hits filed as inhibitors | hit rate 3% among 360,000 | AID 485364; further: potency means the concentration at half of the fitted maximal effect; nearly all actives have a fitted effect of over 60% in size
#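 Kinetic colorimetric format: TGR-catalysed, NADPH-driven DTNB reduction monitored via TNB absorbance. Enzyme dispensed at 20 nM; compound exposure 15 min at room temperature before reaction start.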
# AMA1-RON2 inh: AMA1-RON2 (P. falciparum) interaction inhibition | AlphaScreen AMA1-biotinylated RON2 peptide binding | Potency, µM (series often up to 58.2 µM), for the others: at the top dose activity change, negative = inhibition, most hits filed as inhibitors | hit rate 0.2% among 360,000;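 further: potency means the concentration at half of the fitted maximal effect; 0% = vehicle wells and -100% = peptide control; nearly all actives have a fitted effect of over 45% in size; some results filed as inactive show a strong effect at the top dose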
#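 AMA1 (3D7) with his tag at 25 nM final met compounds first, then biotinylated RON2 peptide at 25 nM; detection used donor plus acceptor beads, 10 µg/mL apiece, read by AlphaScreen after 30 min at room temperature.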
# Starred values were filed as active, the others as inactive; ? = inconclusive; . = no result given; [ ] = dose if it differs, or a comment. Unless noted, the call rests on the fitted dose curve; in most records, active means well fitted curve in the direction sought with a large enough effect; inconclusive means small, poorly fitted or top-dose-only effect, or another doubt; inactive means no such curve, though single readings can be large; an effect the other way counts as inactive or inconclusive. Unless noted, on the % scale 0 is the no-effect control and ±100 the full control effect.
SMILES,AmpC inh detg,HCMV inh,AmpC no deterg,LmPK inh,TbPYK inhibitor,Sm TGR inh,AMA1-RON2 inh
N#Cc1ccc(Cn2cc(C(=O)c3ccco3)c3ccccc32)cc1,-13%,7,-34%,7%,-1%,-23%,-14%
Cc1c(Cc2ccccc2)sc(NC(=O)c2ccco2)c1C(N)=O,-14%,?,-1%,-3%,-7%,-16%,3%
C/C(=N\NC(=O)c1ccc(-c2ccccc2)cc1)c1cccc(N)c1,3%,12,-31%,7%,-2%,2%,65%[activator]
C=C(C)CSc1nc(-c2ccccc2)cc(-c2ccc(OC)cc2)c1C#N,11%,57,.,.,3%,3%,.
Cc1cccc(OCCC(=O)NNC(=O)Cn2nc(C)cc2C)c1,.,-14,-6%,.,-1%,.,112%[activator][11.6 µM]
O=C(N/N=C/c1ccccc1)c1ccc2c(c1)OCO2,4%,?,-14%,-8%,-2%,9%,7%
O=C(Cc1ccc(F)cc1)Nc1ccc(S(=O)(=O)N2CCCCC2)cc1,7%,-2,-24%,9%,0%,0%,-6%
COc1cc(CN2C[C@@H](CO)O[C@@H](n3cnc4c(N5CCOCC5)ncnc43)C2)cc(OC)c1OC,.,14,.,.,-9%,.,-5%
O=C(C1CCCN1S(=O)(=O)c1cccc2cccnc12)N1CCc2ccccc21 (stereo not drawn),?,3,-21%,13%,-2%,-7%,-9%
COc1ccc(/C=C(/C(=O)N2CCCCC2C(=O)O)c2ccc(OC)c(OC)c2)cc1 (stereo not drawn),.,27,-6%,.,3%,.,-17%
CCC(C(=O)Nc1nc(C)c(C)s1)c1ccccc1 (stereo not drawn),?,?,-18%,33%,-6%,?,-23%
O=C1CCCC(O)=C1C(C#Cc1ccccc1)C1=C(O)CCCC1=O,?,.,-5%,?,?,3.2µM*,0%
CCOCCCNS(=O)(=O)c1ccc(OC)c(Cl)c1Cl,?,13,10%,0%,1%,-20%,-8%
CCOC(=O)c1cccc(NC(=O)CCc2c(C)nn(-c3ccc(N4CCOCC4)nn3)c2C)c1,-5%,27,.,.,-2%,-9%,.
NC(=O)Cn1nnc(-c2ccc(NC(=O)c3ccc(F)cc3)cc2)n1,-1%,-19,-16%,-3%,2%,0%,-8%
COc1cc(C(c2c(C)[nH][nH]c2=O)c2c(C)[nH][nH]c2=O)cc(Cl)c1O,14%,5,-27%,1%,4%,-27%,-5%
O=C(COC(=O)c1ccccc1Nc1ccccc1)c1ccccc1,-12%,-22,-39%,1%,-4%,11%,69%[activator]
COc1ccc(C(=O)OCC(=O)Nc2ccc3[nH]c(=O)[nH]c3c2)c(OC)c1OC,-7%,-10,-5%,.,1%,2%,0%
CC(NC(=O)CN1C(=O)NC(c2ccccc2)(c2ccccc2)C1=O)c1cccs1 (stereo not drawn),-9%,42,-37%,.,-3%,-19%,0%
C=CCn1ccc(=NC=C(C#N)C#N)c2ccccc21,-6%,-35,-9%,0%,0%,-1%,-13%
COC(=O)[C@H](CC(C)C)NC(=O)CCc1nnc(COc2ccccc2)o1,1%,-24,30%,5%,0%,-1%,0%
O=C(COc1cccnc1[N+](=O)[O-])NCc1ccc(F)cc1,4%,-29,-7%,-1%,-4%,22%,-9%
Cc1ccc(C(O)c2nc3ccccc3n2C)cc1 (stereo not drawn),-3%,4,-26%,-8%,1%,1%,-3%
Cc1ccnc(OC(C(=O)O)C(OCc2ccccc2)(c2ccc(F)cc2)c2ccc(F)cc2)n1 (stereo not drawn),3%,-22,-18%,-1%,6%,6%,2%
CCCCOC(=O)c1nnc(-c2ccccc2)o1,4%,23,-9%,-7%,1%,0%,10%
COc1ccccc1C(=O)NCc1ccc2c(c1)OCO2,-2%,-29,-11%,-3%,-6%,-3%,8%
O=C1OCC2=C1C(c1ccc(F)cc1)Sc1ccccc1N2 (stereo not drawn),4%,-17,-44%,9%,6%,0%,10%
COc1ccc(-n2c(=S)[nH]c3c(sc(=S)n3-c3ccccc3)c2=O)c(OC)c1,1%,-3,-18%,15%,?,2%,5%
CCOC(=O)C1=C(C)N(CCCC(=O)O)C(=O)NC1c1ccccc1OS(=O)(=O)c1ccc(C)cc1 (stereo not drawn),-9%,.,16%,0%,3%,-7%,-2%
Cc1ccccc1NC(=O)c1ccccc1NC(=O)CCC(=O)O,?,-17,-8%,1%,-4%,0%,4%
CN1CCN(C(=O)c2cccc(S(=O)(=O)N3CCCCC3)c2)CC1,?,-12,-10%,1%,-10%,-11%,11%
CCOC(=O)C1CCCN(Cc2cccc(Cl)c2)C1 (stereo not drawn),-5%,-33,-13%,-8%,9%,-4%,-27%
Cn1c(=O)c(C(=O)NCc2ccccc2Cl)c(O)c2ccccc21,-15%,116,-24%,8%,4%,-25%,-1%
CCOc1cc(S(=O)(=O)NCc2ccco2)c(OCC)cc1-n1cnnn1,?,?,-1%,1%,-4%,-21%,0%
O=C(CN1CCN(c2nc(-c3ccccc3)cs2)CC1)Nc1ccc2c(c1)OCO2,6%,-17,-23%,1%,-18%,7%,?
O=Cc1cccn1-c1cccnc1,1%,-17,-9%,3%,9%,-15%,24%
CC(C(=O)O)c1ccc(C(=O)c2ccccc2)s1 (stereo not drawn),-12%,91,-25%,.,-18%,-16%,0%
CC(C)(C)NC(=O)NC(=O)COC(=O)c1c(F)cccc1Cl,-2%,8,-29%,-1%,2%,-5%,7%
Cc1ccc(NC(=O)c2cc(S(=O)(=O)N3CCOCC3)c(Cl)cc2Cl)cc1,-5%,?,.,.,-10%,9%,.
CS(=O)(=O)N(CC(=O)N1CCN(c2ccccc2F)CC1)c1cccc(C(F)(F)F)c1,2%,-38,75%[activator],1%,-3%,0%,-3%
O=C(CN1C(=O)COc2ccccc21)NCCc1ccc(Cl)cc1,4%,-38,.,.,2%,15%,.
CCOP(=O)(OCC)C(NS(=O)(=O)c1ccccc1)C(Cl)(Cl)Cl (stereo not drawn),-6%,-7,41%,3%,2%,14µM*,5%
O=C(/C=C/c1cccc([N+](=O)[O-])c1)OCC1CCCO1 (stereo not drawn),?,10,-3%,-12%,-5%,-1%,-2%
O=C(CC(c1ccccc1)c1cc(Br)ccc1O)NCc1ccco1 (stereo not drawn),?,47,?,3%,-2%,0%,12%
CC(C#N)(Cc1ccccc1)Nc1ccccc1 (stereo not drawn),.,27,.,.,3%,.,10%
Cc1cccc(NC(=S)N=Nc2c(O)n(CN3CCOCC3)c3ccccc23)c1C,3%,-77*,-29%,7%,4%,8%,31%[activator]
O=C(O)CCC(=O)N1CCN(Cc2ccc3c(c2)OCO3)CC1,-11%,-15,-6%,0%,6%,1%,-5%
Cc1ccc(NS(=O)(=O)c2ccccc2)c([N+](=O)[O-])c1,.,-23,.,.,7%,.,-15%
COc1cccc(CNc2nc3nc(C)c(Cl)c(C)n3n2)c1,-16%,8,1%,-3%,-12%,-3%,-5%
Nc1c(S(=O)(=O)c2ccccc2)c2nc3ccccc3nc2n1/N=C/c1ccco1,?,-32,-41%,1%,0%,?,3%
CC(C)CNC(=O)[C@H]1N2C(=O)c3ccccc3C2SC1(C)C (stereo partly drawn),-6%,?,-23%,1%,3%,1%,-14%
COc1ccc2c(c1)c(=O)c(C(=O)c1ccccc1)cn2Cc1ccccc1,-9%,12,-3%,-2%,4%,-15%,6%
C=CCNC(=S)NNc1nc(Nc2ccccc2)nc(N2CCCCC2)n1,5%,?,-7%,2%,3%,0%,16%
CC(=NNC(=O)c1ccncc1)c1ccc(O)cc1O,.,-37,.,.,-7%,.,67%[activator]
O=C(N/C(=C/c1cccc([N+](=O)[O-])c1)C(=O)N1CCOCC1)c1ccc(Br)cc1,-11%,16,8%,-2%,-1%,2%,-12%
Cn1cc([C@@H]2C[C@H]3CN(Cc4cccc(Cl)c4)C(=O)[C@]34CCCN24)c(-c2ccccc2)n1,0%,-13,4%,-5%,-7%,-1%,7%
Cc1cc(OC(C)C(=O)Nc2c(C(=O)c3ccc(F)cc3)oc3ccccc23)ccc1Cl (stereo not drawn),0%,-6,.,.,0%,4%,.

# Ordered by SMILES length (descending): part of the list above.
SMILES,AmpC inh detg,HCMV inh,AmpC no deterg,LmPK inh,TbPYK inhibitor,Sm TGR inh,AMA1-RON2 inh
O=C(N/C(=C/c1cccc([N+](=O)[O-])c1)C(=O)N1CCOCC1)c1ccc(Br)cc1,-11%,16,8%,-2%,-1%,2%,-12%
COc1ccc2c(c1)c(=O)c(C(=O)c1ccccc1)cn2Cc1ccccc1,-9%,12,-3%,-2%,4%,-15%,6%
CCOP(=O)(OCC)C(NS(=O)(=O)c1ccccc1)C(Cl)(Cl)Cl (stereo not drawn),-6%,-7,41%,3%,2%,14µM*,5%
Cc1ccc(NS(=O)(=O)c2ccccc2)c([N+](=O)[O-])c1,.,-23,.,.,7%,.,-15%
CC(C)CNC(=O)[C@H]1N2C(=O)c3ccccc3C2SC1(C)C (stereo partly drawn),-6%,?,-23%,1%,3%,1%,-14%
O=C(/C=C/c1cccc([N+](=O)[O-])c1)OCC1CCCO1 (stereo not drawn),?,10,-3%,-12%,-5%,-1%,-2%
O=C(CN1C(=O)COc2ccccc21)NCCc1ccc(Cl)cc1,4%,-38,.,.,2%,15%,.
COc1cccc(CNc2nc3nc(C)c(Cl)c(C)n3n2)c1,-16%,8,1%,-3%,-12%,-3%,-5%
CC(=NNC(=O)c1ccncc1)c1ccc(O)cc1O,.,-37,.,.,-7%,.,67%[activator]
CC(C#N)(Cc1ccccc1)Nc1ccccc1 (stereo not drawn),.,27,.,.,3%,.,10%

# Record cards, from the list above:
# `COc1ccc2c(c1)c(=O)c(C(=O)c1ccccc1)cn2Cc1ccccc1` across the screens: AmpC inh detg: -9%; HCMV inh: 12; AmpC no deterg: -3%; LmPK inh: -2%; TbPYK inhibitor: 4%; Sm TGR inh: -15%; AMA1-RON2 inh: 6%
# `Cc1cccc(NC(=S)N=Nc2c(O)n(CN3CCOCC3)c3ccccc23)c1C` across the screens: AmpC inh detg: 3%; HCMV inh: -77*; AmpC no deterg: -29%; LmPK inh: 7%; TbPYK inhibitor: 4%; Sm TGR inh: 8%; AMA1-RON2 inh: 31%[activator]
